A549 tox: kills or reduces viability of A549 cells in Nrf2 counter-screen; A549 ARE-Fluc cells, CellTiter-Fluor viability, 18-24 h; Potency, µM (highest dose often 46 µM), for the others: at the top dose activity change, negative = cytotoxicity, usual class: inhibitors; 390,000 tested, 0.16% active; AID 504648; further: on the % scale 0 is the no-effect control and ±100 the full control effect
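A549 ARE_Fluc cells in 5% FBS OPTI-MEM were exposed to compounds in concentration-response for 18-24 h at 37 deg C. Viability was read by CellTiter-Fluor fluorescence (Ex 405/Em 525) after 30 min, before the luciferase read.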
MCF10A rerep: DNA re-replication induction in MCF 10a cells. MCF 10A DNA re-replication, Hoechst nuclear intensity, 48 h. Potency, µM (top dose mostly 46.1 µM), inactives show top-dose activity, positive = re-replication, hits mostly activators. 350,000 tested, 2.9% active; further: % of control where 0% means no effect; nearly all actives have a fitted effect of over 50% in size
HepG2 tox: counter-screen for TGF-b inhibitors: cytotoxicity in HepG2 cells; 410,000 tested, 0.76% active; HepG2 CAGA-GFP viability, ATP luminescence, 18 h; Potency, µM (highest dose often 46.1 µM), for the others: at the highest dose activity change, negative = cytotoxicity, usual class: cytotoxic; AID 588856; further: some results filed as inactive show a strong effect at the top dose
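HepG2 CAGA-GFP cells (1000/well, DMEM with 1% FBS) received compound, then TGF-beta at 500 pg/mL final, and were incubated 18 hours at 37 degrees C. Viability was read by CellTiter-Glo luminescence. Media-only wells were set as complete cell-killing and DMSO as no toxicity.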
EPAC2 antagonist: antagonists of human EPAC2 | 360,000 tested, 0.18% active | EPAC2 GEF exchange of Rap1B-BODIPY-GDP, fluorescence | Q8WZA2 | Potency, µM (top dose mostly 114 µM), for inactives: at the top dose activity, negative = inhibition, usual class: inhibitors | AID 720708; further: on the % scale 0 is the no-effect control and ±100 the full control effect; nearly all actives have a fitted effect of over 45% in size; many of its hits are not listed in these tables
Target sequence (Q8WZA2 whole entry, looked up): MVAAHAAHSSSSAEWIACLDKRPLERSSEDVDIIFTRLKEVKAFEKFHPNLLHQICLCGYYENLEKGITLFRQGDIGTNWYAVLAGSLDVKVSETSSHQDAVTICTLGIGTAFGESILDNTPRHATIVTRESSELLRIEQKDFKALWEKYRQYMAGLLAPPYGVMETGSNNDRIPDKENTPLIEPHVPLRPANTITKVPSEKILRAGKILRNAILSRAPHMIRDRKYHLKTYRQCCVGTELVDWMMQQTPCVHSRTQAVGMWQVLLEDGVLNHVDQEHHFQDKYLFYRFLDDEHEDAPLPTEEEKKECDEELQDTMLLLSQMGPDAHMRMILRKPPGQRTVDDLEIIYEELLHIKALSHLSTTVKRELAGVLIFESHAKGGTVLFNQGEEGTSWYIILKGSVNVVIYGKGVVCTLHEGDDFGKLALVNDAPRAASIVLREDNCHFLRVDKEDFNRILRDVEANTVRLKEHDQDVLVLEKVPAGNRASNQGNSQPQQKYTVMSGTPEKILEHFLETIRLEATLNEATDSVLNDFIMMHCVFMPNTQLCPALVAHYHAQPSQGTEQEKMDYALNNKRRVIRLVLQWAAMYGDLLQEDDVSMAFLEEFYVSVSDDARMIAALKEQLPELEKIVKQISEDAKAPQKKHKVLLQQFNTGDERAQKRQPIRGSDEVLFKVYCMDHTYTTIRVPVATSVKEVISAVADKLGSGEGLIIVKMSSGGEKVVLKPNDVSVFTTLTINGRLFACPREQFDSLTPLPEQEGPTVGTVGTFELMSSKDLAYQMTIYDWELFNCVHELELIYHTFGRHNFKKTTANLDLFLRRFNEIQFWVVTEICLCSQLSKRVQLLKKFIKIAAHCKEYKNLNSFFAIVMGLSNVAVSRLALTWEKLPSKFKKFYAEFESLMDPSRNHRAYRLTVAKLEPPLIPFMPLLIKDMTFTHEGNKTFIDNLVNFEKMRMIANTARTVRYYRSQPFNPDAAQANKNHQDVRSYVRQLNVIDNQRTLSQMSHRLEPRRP
Nrf2 activator: activates Nrf2 signaling; AREc32 ARE-luciferase reporter (MCF7-derived line), luminescence, 24 h; Potency, µM (titrated, usually from 46.1 µM), for the others: top-dose activation, hits mostly activators; 410,000 tested, 0.31% active; further: % of control where 0% means no effect; nearly all actives have a fitted effect of over 65% in size
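AREc32 cells carrying an ARE-driven firefly luciferase reporter were seeded at 1000 cells/well in OPTI-MEM with 5% FBS, then exposed to compound for 24 hr at 37 deg C. Luminescence was read with Steady-Glo after 30 min at RT.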
Nrf2 inh: blocks Nrf2 signaling | A549 ARE-Fluc reporter, luciferase luminescence, 18-24 h | Potency, µM (doses to about 46 µM), without a hit: top-dose activity change, negative = inhibition, hits mostly inhibitors | 360,000 tested, 2.1% active; further: on the % scale 0 is the no-effect control and ±100 the full control effect; nearly all actives have a fitted effect of over 60% in size
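Concentration-response testing used A549 ARE_Fluc cells at 5000 cells/well. Following an 18-24 h compound incubation, viability was read by fluorescence (Ex 405/Em 525) and luciferase output by luminescence.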
ATXN2 expr inh: reduces ATXN2 reporter expression in HEK-293 cells. AID 1745845. 360,000 tested, 0.72% active. Potency, µM (highest dose often 57 µM), for the others: at the highest dose activity change, negative = inhibition, actives largely listed as inhibitors. HEK-293 ATXN2-luciferase reporter, luminescence, 24 h; further: on the % scale 0 is the no-effect control and ±100 the full control effect; nearly all actives have a fitted effect of over 55% in size
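qHTS (up to 57 uM final) was run with 24 h compound exposure of reporter cells at 37 °C. Each well was multiplexed: SteadyGlo luminescence measured ATXN2-luciferase expression after a fluorogenic Gly-Phe-AFC viability readout (25 uM final).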
TGFb SMAD3 inh: TGF-b pathway inhibition | AID 588855 | 410,000 tested, 1.2% active | Potency, µM (doses to about 46.1 µM), without a hit: top-dose activity, negative = inhibition, usual class: inhibitors | HepG2 CAGA-GFP TGF-b/SMAD3 reporter, GFP fluorescence, 18 h; TGF-beta stimulated, 500 pg/mL final; further: on the % scale 0 is the no-effect control and ±100 the full control effect; nearly all actives have a fitted effect of over 65% in size
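Read-out: total well GFP (ex488/em500-530) summed from mean per-cell fluorescence. Cells: HEPG2 CAGA-GFP, 1% FBS DMEM, 18 h at 37 degrees C with 500 pg/mL final TGF-beta. Unstimulated wells served as the full-inhibition control; stimulated DMSO wells = 0%.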
S2 tox: cell viability loss in ATXN counter-screen. S2 cells (HEK-293 line with an ATXN2-luciferase reporter) viability, CellTiter-Fluor protease fluorescence, 24 h. Potency, µM (doses to about 56.7 µM), actives largely listed as cytotoxic. 400,000 tested, 0.49% active. AID 651635; further: nearly all actives have a fitted effect of over 40% in size
An asterisk follows results filed as active; i = inactive; ? = inconclusive; . = not tested or not shown; & = joins results of further samples; [ ] = another dose, or the depositor's remark. The call rests on the fitted dose curve; in most records, active means well fitted curve in the direction sought with a large enough effect; inconclusive means small, poorly fitted or top-dose-only effect, or another doubt; inactive means no such curve, though single readings can be large; an effect the other way counts as inactive or inconclusive. Potency means the concentration at half of the fitted maximal effect. The list is partial; rates above refer to the full screens.

SMILES | HepG2 tox | TGFb SMAD3 inh | MCF10A rerep | ATXN2 expr inh | S2 tox | Nrf2 inh | A549 tox | EPAC2 antagonist | Nrf2 activator
Cc1ccc(S(=O)(=O)Nc2cc3c(C(=O)OCc4ccccc4)c(C)oc3c3ccccc23)c(C)c1 | -29% | -19% | . | 9% | i | -3% | 3% | . | 0.8%
CCN(CC1CCCO1)C(=O)CCc1nnc(CCc2ccccc2)o1 (configuration not stated) | -46% | 6% | . | . | i | . | . | 4% | 6.1%
COc1cccc(OC)c1C(=O)N1CCN(Cc2ccccc2C(F)(F)F)CC1 | 2% | -29% | 0% | -18% | i | -13% | -2% | -7% | -0.5%
C[C@@H]1CN([C@@H](C)CO)C(=O)CCCn2nncc2CO[C@H]1CN(C)S(=O)(=O)c1ccc(C#N)cc1 | -15% | -6% | . | 8% | i | . | . | -10% | 0.4%
CC1=C(C#N)C(C)C2=C(CC(C)(C)CC2=O)N1 (configuration not stated) | -32% | 0% | -1% | -5% | i | -4% | 0% | -1% | 2.2%
Cn1c(=O)[nH]c(=O)c2c1nc(SCCN1CCCCC1)n2Cc1ccccc1 | -5% | 0% | 13% | 2% | i | 15% | 7% | -4% | -0.2%
O=C(CNCc1ccc(Cl)cc1)Nc1cc(S(=O)(=O)N2CCCC2)ccc1Cl | -1% | ? | 3% | -20% | ? | ? | -7% | -3% | 0.2%
O=c1[nH]nc(SCCS(=O)(=O)c2ccc(F)cc2)n1-c1ccccc1C(F)(F)F | -50% | 0% | 18µM* | 1% | 11µM* | -15% | -3% | 5% | 11µM*
Cn1nnnc1SCc1ccc(C(=O)Nc2ccccc2F)cc1 | -44% | -30% | -7% | 44%[activator] | i | 19% | -9% | -4% | 2.0%
CC(=O)c1cccc(S(=O)(=O)N2CCC(C(=O)O)CC2)c1 | -21% | -16% | 3% | . | i | 4% | 14% | 5% | -0.8%
COc1ccccc1NS(=O)(=O)c1cc([N+](=O)[O-])ccc1N/N=C/c1c[nH]c2ccccc12 | -47% | -14% | 8.2µM* | ? | ? | ? | ? | -1% | 7.9%
O=C(Nc1ccncc1)c1ccc(Cl)cc1 | -16% | 4% | -11% | -1% | i | -17% | -1% | -6% | 0.4%
Cc1cccn2c(CNCC(C)Oc3cccnc3)c(C(=O)N3CCOCC3)nc12 (configuration not stated) | 0% | 1% | 13% | -2% | i | 8% | 0% | 1% | -0.4%
COC(=O)c1c[nH]n2c(=O)c(Cc3ccc(F)cc3Cl)c(C)nc12 | -26% | 0% | 3% | -15% | i | . | -16% | 10% | -0.7%
COc1ccc(CCC(=O)OCc2csc(CC(=O)Nc3ccccc3C)n2)cc1 | 3% | 24% | 1% | -3% | i | -4% | 2% | -8% | -0.3%
O=C(NCc1ccc2c(c1)OCO2)c1ccc(N2CCCC2=O)cc1 | 12% | 0% | 1% | 11% | i | ? | -2% | -4% | -0.3%
Cc1ccc(C(=O)CCC(=O)N2CCN(c3ccccc3O)CC2)cc1 | 0% | -21% | ? | -19% | i | 3% | 2% | 5% | 2.5%
CCN(CC)CCNC(=O)c1ccc(NC(=O)c2cccc(S(=O)(=O)N3CCCCCC3)c2)cc1 | -14% | ? | ? | -16% | i | 3% | -2% | -6% | -0.1%
CN(CC(=O)Nc1ccc(Cl)c(C(F)(F)F)c1)C(=O)C1CC(=O)N(C2CCCC2)C1 (configuration not stated) | -27% | -26% | -6% | 1% | i | ? | 0% | -1% | -0.3%
O=C1COc2ccc(C(=O)CSc3nnnn3-c3ccccc3)cc2N1 | -15% | -9% | 0% | -8% | ? | 7% | -11% | -7% | -0.3%
O=C(NC1=NCCS1)c1ccccc1OCc1ccccc1Cl | -42% | -31% | -4% | -39% | i | 0% | 17% | -6% | -0.4%
Cn1ccc(C(=O)Nc2ccc3c(c2)OCCO3)n1 | -49% | -2% | 5% | 0% | i | ? | -1% | 3% | -0.4%
Cn1c(NCc2cccnc2)nc2cc(-c3cccc(C(=O)NCCO)c3)sc2c1=O | -4% | -9% | . | 0% | i | . | . | 5% | 5.0%
C=CCN1C(=O)N/C(=C/c2ccc(C)o2)C1=O | 2% | 3% | ? | . | i | -20% | -8% | -8%[57.1 µM] | ?
Cc1[nH]n(-c2ccccc2)c(=O)c1N=O | 13% | 3% | 2% | -24% | i | -29% | -4% | 3% | -0.4%
Cc1ccc(SC[C@H](C)CN2CC[C@H](NC(=O)OCc3ccccc3)CCC2=O)cc1 | 2%&-2% | -6%&3% | 30% | -2% | i | 13% | -6% | 3% | 0.0%
COc1ccc(NC(=O)CCSc2nnnn2C)cc1 | 18% | 1% | 2% | 10% | i | ? | -2% | 5% | 0.5%
COc1ccc(CN2CCN(c3ncnc4scc(-c5ccc(F)cc5)c34)CC2)cc1 | -26% | 11µM* | ? | ? | i | ? | -12% | -14% | 3.7%
O=C(CC1CC2CCC1C2)N1CCN(S(=O)(=O)c2ccccc2[N+](=O)[O-])CC1 (configuration not stated) | -103% | -18% | 9% | . | i | -15% | 9% | -6% | 3.2%
Cc1ccc(OCc2cnc(Cl)s2)c(C)c1 | -16% | 4% | -1% | 31%[activator] | i | ? | 10% | -16% | 3.1%
N/C(=N\OC(=O)COc1ccc(Br)cc1)c1ccncc1 | 8% | 16% | 3% | 25% | i | ? | 0% | 13% | 2.4%
COc1cc(CCC(O)CC(=O)CCc2ccccc2)ccc1O (configuration not stated) | -3% | 9% | -9% | -2% | i | 6% | -2% | 16% | 3.9%
O=C(COc1ccc(Cl)cc1Cl)Nc1ccc(Cl)cn1 | 8% | 3% | 1% | 3% | i | ? | -6% | 1% | -0.2%
COc1cccc(-c2nn(C)c3sc(C(=O)NCc4cc(OC)ccc4OC)cc23)c1 | -11% | -5% | . | -5% | ? | ? | 0% | . | -0.2%
COC(=O)c1cccc(NC(=O)c2cnccn2)c1 | 7% | -1% | 0% | 11% | i | 27% | 7% | 7% | -0.4%
COc1ccccc1CN1C(=O)C(Cc2ccccc2)ON=C1c1ncccc1C (configuration not stated) | -20% | -13% | . | 2% | i | . | . | -11% | 0.3%
C=CCn1c(SCC(=O)c2ccc(Br)cc2)nnc1C(CC(C)C)NC(=O)c1cccs1 (configuration not stated) | -3% | -19% | 13% | -10% | ? | -23% | -14% | -6% | 4.9%
CCc1ccc2c(c1)c1nc(C)sc1n2CC(=O)OC | -2% | -4% | -7% | 4% | i | 11% | -4%[1.84 µM] | 2% | -0.5%
Cc1nc2ccccc2c(=O)n1/N=C/c1ccccc1 | 1% | -1% | -2% | 25% | i | ? | 3% | 1% | ?
O=C(NC1=NCCS1)c1ccc(-c2ccc(Cl)cc2)o1 | -22% | -10% | 25% | 59%[activator] | i | ? | 1% | 10% | -0.5%
COCC(=O)n1nc(-c2ccccc2)nc1NCc1ccccc1 | 1% | 2% | -14% | 9% | i | 1% | -3% | -8% | 0.2%[9.22 µM]
C#CC1(O)CCC2C3CCc4cc(O)cc(C)c4C3CCC21C (configuration not stated) | -43% | ? | ? | 4% | i | 6% | 7% | 3% | 2.4%
O=C(Nc1ccc(F)cc1)NC1(C(=O)NCc2cccs2)CCCCC1 | -5% | 4% | -3% | 1% | i | 7% | -4% | 2% | 0.1%
N=C1C(c2ccccc2)=C(O)CN1c1cccc(S(=O)(=O)Nc2cccc(C(F)(F)F)c2)c1 | 0% | -1% | 5% | 12% | i | -22% | -2% | -4% | -0.7%
CCOC(=O)c1nc(Nc2ccc(C(=O)O)cc2)c2ccccc2n1 | 16% | -2% | -3% | 74%[activator] | i | . | -9% | 6% | -0.1%
O=C(CN1C(=O)NC2(CCCC2)C1=O)OCCOc1ccccc1Cl | 5% | 0% | 1% | 8% | i | 8% | -12% | -1% | 0.0%
Cc1nn(C)c(C)c1NC(=O)c1ccc(S(=O)(=O)N(C)C)cc1 | 4% | -3% | 0% | 5% | i | 3% | -5% | -2% | -0.4%
COc1ccc(C(CNC(=O)c2cc(S(=O)(=O)Nc3cccc(C)c3)ccc2C)N2CCOCC2)cc1 (configuration not stated) | -1% | 2% | 23% | -6% | i | 7% | -3% | -9% | -0.3%
COc1ccc(N2CCN(CC(=O)c3c(C)n(C)c4ccc(OC)cc34)CC2)cc1 | -23% | -3% | 0% | 5% | i | 6% | 0% | 10% | 5.4%
Cc1ccc(CNc2ccc(N3C(=O)CC(C)C3=O)cc2[N+](=O)[O-])cc1 (configuration not stated) | -38% | -12% | -5% | -2% | i | -4% | 0% | -6% | -0.6%
COc1ccc(NC(=O)Cn2cc(S(=O)(=O)Cc3ccccc3)c3ccccc32)c(OC)c1 | 13% | 0% | 0% | 3% | i | 2% | -8% | -4% | -0.4%
CCCCN(C(=O)c1ccccc1Br)C(c1ccc(OC)cc1)c1nc2ccccc2[nH]1 (configuration not stated) | -16% | ? | . | 0% | ? | . | . | -18% | 4.9%
C[C@H](CO)N1C[C@H](C)[C@@H](CN(C)C(=O)Nc2ccc(C(F)(F)F)cc2)Oc2c(NC(=O)C3CCCCC3)cccc2C1=O | -24% | ? | -13% | -21% | ? | -11% | -17% | -17% | 6.6%
O=c1[nH]c(Nc2ccccc2)cc2ccccc12 | -10% | 17% | 13µM* | -10% | i | . | -15% | ? | 11%
COc1ccc(N(CC(=O)Nc2cccc(C(C)=O)c2)S(C)(=O)=O)cc1OC | 16% | -1% | 1% | -11% | i | 11% | -1% | 0%[57.1 µM] | -0.7%
CCc1ccc(-c2nc(-c3cc4ccccc4oc3=O)sc2C)cc1 | -5% | -4% | . | 4% | i | . | 22% | . | 17%
Cc1ccc(NC(=O)COC(=O)c2nn(-c3ccc(Cl)cc3)cc2O)cc1 | -24% | -2% | ? | -17% | i | 25% | 4% | 2% | 3.6%
Cc1ccc(CNC(=O)C2CCC(=O)N(CCc3ccc(Cl)cc3)C2)cc1 (configuration not stated) | -14% | 6% | 9% | 30% | i | ? | -11% | -8% | 4.4%

Compound profiles (already shown). Order of screens: HepG2 tox | TGFb SMAD3 inh | MCF10A rerep | ATXN2 expr inh | S2 tox | Nrf2 inh | A549 tox | EPAC2 antagonist | Nrf2 activator
COc1ccc(C(CNC(=O)c2cc(S(=O)(=O)Nc3cccc(C)c3)ccc2C)N2CCOCC2)cc1 (configuration not stated) is listed as -1% | 2% | 23% | -6% | i | 7% | -3% | -9% | -0.3%
Cc1ccc(CNc2ccc(N3C(=O)CC(C)C3=O)cc2[N+](=O)[O-])cc1 (configuration not stated) is listed as -38% | -12% | -5% | -2% | i | -4% | 0% | -6% | -0.6%
